GLP1R ag = activates the human GLP-1 receptor. 380,000 tested, 0.007% active. HEK293 GLP-1R CRE-luciferase, luminescence, 4-6 h; cells express a hypersensitive GLP-1R form. Potency, µM (top dose mostly 45.6 µM), inactives show top-dose activation, actives largely listed as activators. P43220; further: % of control where 0% means no effect
Target sequence (P43220 whole entry, looked up): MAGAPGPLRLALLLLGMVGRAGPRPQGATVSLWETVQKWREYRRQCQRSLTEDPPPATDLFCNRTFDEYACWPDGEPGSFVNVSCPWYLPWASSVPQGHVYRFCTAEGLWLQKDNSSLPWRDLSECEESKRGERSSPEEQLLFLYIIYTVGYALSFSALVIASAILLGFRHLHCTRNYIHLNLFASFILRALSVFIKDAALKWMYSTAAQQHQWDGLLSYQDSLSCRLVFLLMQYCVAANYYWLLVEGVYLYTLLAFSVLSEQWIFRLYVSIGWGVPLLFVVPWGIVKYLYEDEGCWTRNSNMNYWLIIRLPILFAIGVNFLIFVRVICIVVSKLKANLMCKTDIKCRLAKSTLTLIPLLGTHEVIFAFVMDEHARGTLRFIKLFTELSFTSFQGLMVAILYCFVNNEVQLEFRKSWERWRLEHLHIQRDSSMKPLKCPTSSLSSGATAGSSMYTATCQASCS
GLP1R inv ag = acts as inverse agonist at human GLP-1 receptor. Potency, µM (doses to about 38.3 µM), for inactives: at the highest dose activity change, negative = inhibition, most hits filed as inhibitors. AID 624417. 410,000 tested, 1.6% active. P43220. HEK293 GLP-1R CRE-luciferase, luminescence, 24 h; GLP-1R form is constitutively active; further: on the % scale 0 is the no-effect control and ±100 the full control effect; nearly all actives have a fitted effect of over 55% in size
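HEK293 cells stably co-expressing a cAMP-responsive luciferase reporter and constitutively active GLP-1R were seeded, incubated 12 h, then exposed to compounds for 24 h at 37 C. Luminescence was read 12 min after detection reagent; inverse agonists lower signal.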
HT1080NT lethal = kills 2HG-producing HT-1080-NT fibrosarcoma cells; HT-1080-NT fibrosarcoma viability, CellTiter-Glo ATP luminescence, 48 h; Potency, µM (doses to about 46.1 µM), for the others: at the top dose activity, negative = less viability, most hits filed as cytotoxic; 360,000 tested, 1.6% active;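 further: NT is the 2HG producing partner of a matched IDH1 knockdown line; 0% = DMSO-treated cells and -100% = media-only wells without cells; nearly all actives have a fitted effect of over 55% in size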
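750 cells/well, RPMI + 5% FBS; 2 h settle, compound pin-transfer, 48 h at 37 degrees C. CellTiter-Glo 10 min RT, luminescence. Normalized to DMSO and media-only wells.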
GLP1R cytotox = cytotoxic in the GLP-1 receptor inverse agonist counter-screen. HEK293 cAMP-luciferase reporter cells, luminescence, 24 h. 410,000 tested, 0.13% active. Potency, µM (titrated, usually from 38.3 µM), for inactives: at the highest dose activity change, negative = inhibition, actives largely listed as inhibitors;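 further: loss of luciferase light is scored as toxicity; on the % scale 0 is the no-effect control and ±100 the full control effect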
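To flag toxic compounds, the library was rerun on cells for 24 hr at 37 deg C and 5% CO2. Viability-linked luminescence was captured 12 min after adding luciferase detection reagent.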
SW480 rerep = induces DNA re-replication in SW480 colon adenocarcinoma cells; SW480 DNA re-replication, Hoechst DNA content imaging, 48 h; Potency, µM (titrated, usually from 46.1 µM), without a hit: top-dose re-replication activation, usual class: activators; 340,000 tested, 1.8% active; further: % of control where 0% means no effect; nearly all actives have a fitted effect of over 55% in size
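Image-based DNA-content assay: after two days of treatment, nuclei were labelled with the DNA dye Hoechst and imaged, and hits were compounds raising the count of nuclei showing high fluorescence intensity.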
HT1080 IDH1KD tx = HT-1080 IDH1 knockdown cell toxicity (counter line); 360,000 tested, 2% active; HT-1080 IDH1 knockdown viability, ATP luminescence, 48 h; Potency, µM (titrated, usually from 46.1 µM), for inactives: at the highest dose activity, negative = toxicity, actives largely listed as cytotoxic;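 further: 0% = DMSO wells and -100% = cell-free medium wells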
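In this qHTS, HT-1080 cells depleted of IDH1 are exposed for 48 h at 37 °C to compound titrations. Toxicity is scored from CellTiter-Glo luminescence, with DMSO as full viability and medium alone as none.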
TDP-43 yeast inh = TDP-43 toxicity inhibition in yeast; Potency, µM (highest dose often 46.1 µM), for inactives: at the top dose growth rescue (activation), actives largely listed as activators; 410,000 tested, 1.8% active; TDP-43 expressing yeast growth rescue, BacTiter-Glo, 24 h; AID 652104; further: % of control where 0% means no effect; nearly all actives have a fitted effect of over 50% in size
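Galactose-induced TDP-43 yeast, OD600=0.02, compound pinned; 24 hr, 30 deg C; BacTiter-Glo luminescence for growth. Inhibitors of TDP-43 toxicity read as activators.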
KB-3-1 tox = KB-3-1 parental cell cytotoxicity; AID 1347075; KB-3-1 viability, CellTiter-Glo ATP luminescence, 72 h; 400,000 tested, 1.4% active; Potency, µM (series often up to 46.1 µM), for inactives: at the highest dose activity change, negative = cytotoxic, usual class: cytotoxic; further: on the % scale 0 is the no-effect control and ±100 the full control effect; nearly all actives have a fitted effect of over 60% in size
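Using CellTiter-Glo luminescence, growth of non-resistant KB-3-1 adenocarcinoma cells is assessed 72 h after pin-tool compound addition at 37 °C. Normalized responses across the concentration series yield fitted curves.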
KB-V1 cytotox = KB-V1 MDR subline cytotoxicity. KB-V1 MDR cells viability, CellTiter-Glo, 72 h. Potency, µM (titrated, usually from 46.1 µM), for the others: top-dose activity change, negative = cytotoxicity, usual class: cytotoxic. 400,000 tested, 3.4% active. AID 1347076; further: on the % scale 0 is the no-effect control and ±100 the full control effect; nearly all actives have a fitted effect of over 60% in size
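Cells of the MDR subline KB-V1 are plated, dosed with compound at multiple concentrations, and incubated 72 h at 37 degrees C; CellTiter-Glo is then added and luminescence read after 10 min.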
Numbers without * were called inactive; [ ] = another dose, or the depositor's remark. The call rests on the fitted dose curve; in most records, active means well fitted curve in the direction sought with a large enough effect; inconclusive means small, poorly fitted or top-dose-only effect, or another doubt; inactive means no such curve, though single readings can be large; an effect the other way counts as inactive or inconclusive. Potency means the concentration at half of the fitted maximal effect.

How did COc1ccc(CNC(=O)CN2C(=O)CC(c3ccccc3)=Nc3ccccc32)cc1 do in these assays?
GLP1R ag: -10.5%; GLP1R inv ag: -11.6%[0.307 µM]; HT1080NT lethal: 12.3%; GLP1R cytotox: -10.5%[0.307 µM]; SW480 rerep: -11.5%; HT1080 IDH1KD tx: 12.9%; TDP-43 yeast inh: inconclusive; KB-3-1 tox: 1.5%; KB-V1 cytotox: inconclusive

How did O=C(NCc1ccc(Cl)nc1)c1csc([C@@H]2C[C@H](O)[C@@H](CO)O2)n1 do in these assays?
GLP1R ag: -2.3%; GLP1R inv ag: -4.5%; HT1080NT lethal: 9.2%; GLP1R cytotox: -4.7%; HT1080 IDH1KD tx: 28.2%; TDP-43 yeast inh: -12.6%; KB-3-1 tox: 0.0%; KB-V1 cytotox: 13.4%

Results for O=C(c1cnc2sccn2c1=O)N1CCCc2ccccc21 ?
GLP1R ag: -3.8%; GLP1R inv ag: 6.3%; HT1080NT lethal: 13.1%; GLP1R cytotox: 14.5%; SW480 rerep: -3.2%; HT1080 IDH1KD tx: -0.6%; TDP-43 yeast inh: -18.0%; KB-3-1 tox: 13.2%; KB-V1 cytotox: 11.3%

What do the screens show for `CC(C)CN1C(=O)CN(S(C)(=O)=O)CC1(C)C(=O)Nc1ccc2c(c1)OCCO2` (centres undefined)?
GLP1R inv ag: 18.0%; HT1080NT lethal: -1.4%; GLP1R cytotox: 2.1%; HT1080 IDH1KD tx: -0.1%; TDP-43 yeast inh: -10.8%; KB-3-1 tox: -4.1%; KB-V1 cytotox: -15.5%

What do the screens show for `O=C(CN(CC1CCCO1)C(=O)CNS(=O)(=O)c1ccc(Cl)cc1)NCc1ccc(F)cc1` (centres undefined)?
GLP1R ag: -0.6%; GLP1R inv ag: -18.5%; HT1080NT lethal: -1.3%; GLP1R cytotox: 8.4%; SW480 rerep: -9.6%; HT1080 IDH1KD tx: 3.5%; TDP-43 yeast inh: -24.2%; KB-3-1 tox: 14.9%; KB-V1 cytotox: -4.1%

Results for O=C(Nc1ccc(S(=O)(=O)N2CCOCC2)cc1)c1ccccc1F ?
GLP1R ag: -5.1%; GLP1R inv ag: 10.2%; HT1080NT lethal: -14.0%; GLP1R cytotox: -9.3%; SW480 rerep: 0.1%; HT1080 IDH1KD tx: 4.6%; TDP-43 yeast inh: 17.3%; KB-3-1 tox: -15.8%; KB-V1 cytotox: -17.4%

What do the screens show for `COc1ccccc1C(N)=S`?
GLP1R ag: 0.2%; GLP1R inv ag: -5.8%; HT1080NT lethal: 1.0%; GLP1R cytotox: -1.4%; SW480 rerep: 4.5%; HT1080 IDH1KD tx: 5.7%; TDP-43 yeast inh: 10.8%; KB-3-1 tox: -3.5%; KB-V1 cytotox: 26.8%

Results for COc1ccc(/C(C)=N/NC(=O)c2ccccc2N)cc1 ?
GLP1R ag: 3.7%; GLP1R inv ag: 9.2%; HT1080NT lethal: 6.4%; GLP1R cytotox: 2.9%; SW480 rerep: 18.8%; HT1080 IDH1KD tx: -1.9%; TDP-43 yeast inh: 15.3%; KB-3-1 tox: -1.2%; KB-V1 cytotox: inconclusive

Results for CCc1ccc(OCC(=O)N2CCN(c3ccccn3)CC2)c(Br)c1 ?
GLP1R ag: 10.4%; GLP1R inv ag: inconclusive; HT1080NT lethal: 0.0%; GLP1R cytotox: 19.0%; SW480 rerep: -11.1%; HT1080 IDH1KD tx: -3.9%; TDP-43 yeast inh: -10.9%

Results for CC(=O)Nc1cnc(-c2ccccc2C(C)=O)cn1 ?
GLP1R ag: -2.8%; GLP1R inv ag: -11.2%; HT1080NT lethal: 10.7%; GLP1R cytotox: -4.0%; HT1080 IDH1KD tx: inconclusive; TDP-43 yeast inh: 21.4%; KB-3-1 tox: 0.0%; KB-V1 cytotox: 8.7%

Results for CSc1cccc(CN2CCN(CCc3ccccc3)C(CCO)C2)c1 (centres undefined) ?
GLP1R ag: -3.9%; GLP1R inv ag: 5.2%; HT1080NT lethal: 0.7%; GLP1R cytotox: -4.3%; SW480 rerep: -1.8%; HT1080 IDH1KD tx: -12.2%; TDP-43 yeast inh: 22.6%; KB-3-1 tox: 1.1%; KB-V1 cytotox: 0.0%

Results for Cc1nc2c(OCCN3C(=O)c4ccccc4C3=O)cccn2c1N(C)C(=O)CCC1CCCC1 ?
GLP1R ag: 5.6%; GLP1R inv ag: 9.5%; HT1080NT lethal: 21.2%; GLP1R cytotox: 4.6%; HT1080 IDH1KD tx: 22.4%; TDP-43 yeast inh: 0.0%; KB-3-1 tox: 0.0%; KB-V1 cytotox: 4.1%

Results for Cc1ccc(OCC(=O)N/N=C\c2cn(C)c3ccccc23)c([N+](=O)[O-])c1 ?
GLP1R ag: 5.7%; GLP1R inv ag: -13.4%; HT1080NT lethal: -8.3%; GLP1R cytotox: 0.7%; SW480 rerep: inconclusive; HT1080 IDH1KD tx: -2.3%; TDP-43 yeast inh: 2.8%; KB-3-1 tox: inconclusive; KB-V1 cytotox: inconclusive

Results for Cc1cc(SCC(=O)Nc2ccccc2)n2ncc(-c3ccccc3)c2n1 ?
GLP1R ag: -5.6%; GLP1R inv ag: inconclusive; HT1080NT lethal: -14.6%; GLP1R cytotox: 0.6%; SW480 rerep: inconclusive; HT1080 IDH1KD tx: -19.5%; TDP-43 yeast inh: inconclusive; KB-3-1 tox: -0.3%; KB-V1 cytotox: inconclusive

How did O=c1nc2ccccc2c2n1CC(CN1CCN(c3ccc(F)cc3)CC1)N2 (centres undefined) do in these assays?
GLP1R ag: 27.1%; GLP1R inv ag: 1.3%; HT1080NT lethal: 0.6%; GLP1R cytotox: -13.4%; SW480 rerep: -7.6%; HT1080 IDH1KD tx: -0.6%; TDP-43 yeast inh: -12.6%; KB-3-1 tox: 2.1%; KB-V1 cytotox: -30.4%

How did O=C(Nc1ccc([N+](=O)[O-])cc1)c1ccc(Cn2cc([N+](=O)[O-])cn2)cc1 do in these assays?
GLP1R ag: 6.1%; GLP1R inv ag: inconclusive; HT1080NT lethal: inconclusive; GLP1R cytotox: -21.9%; SW480 rerep: -165.4%[inhibitor]; HT1080 IDH1KD tx: inconclusive; TDP-43 yeast inh: 7.4%; KB-3-1 tox: 2.5%; KB-V1 cytotox: -4.8%

Results for COCC(=O)Nc1ccc(C)c(Cl)c1 ?
GLP1R ag: -2.8%; GLP1R inv ag: 16.4%; HT1080NT lethal: 7.5%; GLP1R cytotox: -5.7%; SW480 rerep: -11.4%; HT1080 IDH1KD tx: 1.0%; TDP-43 yeast inh: 7.4%; KB-3-1 tox: 9.7%; KB-V1 cytotox: 4.8%

How did COc1cccc(CNCCO)c1OCc1ccc(Cl)cc1 do in these assays?
GLP1R ag: 2.3%; GLP1R inv ag: -28.1%; HT1080NT lethal: -1.5%; GLP1R cytotox: 14.2%; SW480 rerep: 6.4%; HT1080 IDH1KD tx: -9.0%; TDP-43 yeast inh: 13.3%; KB-3-1 tox: -1.7%; KB-V1 cytotox: -24.8%

How did COc1cc(/C=C/c2cccc[n+]2C)ccc1OCC(=O)Nc1ccccc1 do in these assays?
GLP1R ag: -2.1%; GLP1R inv ag: 6.8%; HT1080NT lethal: 9.8%; GLP1R cytotox: -19.2%; SW480 rerep: -27.8%; HT1080 IDH1KD tx: 11.5%; TDP-43 yeast inh: -5.4%; KB-3-1 tox: -3.3%; KB-V1 cytotox: 27.2%

What do the screens show for `CC(=O)c1cc(-c2ccccc2)n(CC(=O)Nc2ccc(C)cc2C)c1C`?
GLP1R inv ag: 6.7%; GLP1R cytotox: 2.2%; TDP-43 yeast inh: 18.7%; KB-3-1 tox: 2.9%; KB-V1 cytotox: -2.4%

What do the screens show for `O=C(CN(c1ccccc1F)S(=O)(=O)c1ccccc1)NC1CCCCCC1`?
GLP1R ag: 15.3%; GLP1R inv ag: -1.0%; HT1080NT lethal: -18.9%; GLP1R cytotox: -10.8%; SW480 rerep: 1.4%; HT1080 IDH1KD tx: inconclusive; TDP-43 yeast inh: -27.2%; KB-3-1 tox: -0.9%; KB-V1 cytotox: 4.61µM*

Results for CC(=O)OCC1=C(C(=O)O)N2C(=O)C(NC(=O)c3ccc(COc4c(C)cccc4Cl)o3)C2SC1 (centres undefined) ?
GLP1R ag: 9.0%; GLP1R inv ag: -4.5%; HT1080NT lethal: 4.4%; GLP1R cytotox: -5.2%; SW480 rerep: 3.9%; HT1080 IDH1KD tx: 0.0%; TDP-43 yeast inh: -9.0%[9.22 µM]; KB-3-1 tox: 10.8%; KB-V1 cytotox: 8.9%

What do the screens show for `O=C(CSc1nncs1)NCc1ccc2c(c1)OCO2`?
GLP1R ag: -5.1%; GLP1R inv ag: -5.2%; HT1080NT lethal: 2.8%; GLP1R cytotox: 1.0%; SW480 rerep: 1.1%; HT1080 IDH1KD tx: 4.6%; TDP-43 yeast inh: 12.6µM*; KB-3-1 tox: 12.3%; KB-V1 cytotox: 10.3%

Results for COc1ccc(NC(=O)CCN2CCN(S(=O)(=O)c3cc(Cl)ccc3Cl)CC2)cc1 ?
GLP1R ag: 2.5%; GLP1R inv ag: inconclusive; HT1080NT lethal: 5.6%; GLP1R cytotox: -17.8%; SW480 rerep: 11.9%; HT1080 IDH1KD tx: 0.0%; TDP-43 yeast inh: -3.1%; KB-3-1 tox: -1.3%; KB-V1 cytotox: -14.2%

How did COc1ccccc1CNC(=O)CN(C)S(=O)(=O)c1cccc2cccnc12 do in these assays?
GLP1R ag: -0.4%; GLP1R inv ag: 1.8%; HT1080NT lethal: 20.7%; GLP1R cytotox: 0.0%; SW480 rerep: -11.8%; HT1080 IDH1KD tx: 0.0%; TDP-43 yeast inh: -3.8%; KB-3-1 tox: 5.8%; KB-V1 cytotox: inconclusive

Compound activity (PubChem)
